Cav32 inh: Cav3.2 calcium influx blockers – cell-based, Fluo-4 calcium fluorescence, FDSS, MLSMR library, primary screen. Voltage-dependent T-type calcium channel subunit alpha-1H (Homo sapiens), O95180. Cav3.2-expressing cells; hits give low values. B-score at 10 µM. 100,000 tested, 4% active;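 active = single-dose well whose peak fluorescence ratio is a statistical outlier from its plate by either plate-standardised score or position-corrected B-score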
Target sequence (O95180 whole entry, looked up): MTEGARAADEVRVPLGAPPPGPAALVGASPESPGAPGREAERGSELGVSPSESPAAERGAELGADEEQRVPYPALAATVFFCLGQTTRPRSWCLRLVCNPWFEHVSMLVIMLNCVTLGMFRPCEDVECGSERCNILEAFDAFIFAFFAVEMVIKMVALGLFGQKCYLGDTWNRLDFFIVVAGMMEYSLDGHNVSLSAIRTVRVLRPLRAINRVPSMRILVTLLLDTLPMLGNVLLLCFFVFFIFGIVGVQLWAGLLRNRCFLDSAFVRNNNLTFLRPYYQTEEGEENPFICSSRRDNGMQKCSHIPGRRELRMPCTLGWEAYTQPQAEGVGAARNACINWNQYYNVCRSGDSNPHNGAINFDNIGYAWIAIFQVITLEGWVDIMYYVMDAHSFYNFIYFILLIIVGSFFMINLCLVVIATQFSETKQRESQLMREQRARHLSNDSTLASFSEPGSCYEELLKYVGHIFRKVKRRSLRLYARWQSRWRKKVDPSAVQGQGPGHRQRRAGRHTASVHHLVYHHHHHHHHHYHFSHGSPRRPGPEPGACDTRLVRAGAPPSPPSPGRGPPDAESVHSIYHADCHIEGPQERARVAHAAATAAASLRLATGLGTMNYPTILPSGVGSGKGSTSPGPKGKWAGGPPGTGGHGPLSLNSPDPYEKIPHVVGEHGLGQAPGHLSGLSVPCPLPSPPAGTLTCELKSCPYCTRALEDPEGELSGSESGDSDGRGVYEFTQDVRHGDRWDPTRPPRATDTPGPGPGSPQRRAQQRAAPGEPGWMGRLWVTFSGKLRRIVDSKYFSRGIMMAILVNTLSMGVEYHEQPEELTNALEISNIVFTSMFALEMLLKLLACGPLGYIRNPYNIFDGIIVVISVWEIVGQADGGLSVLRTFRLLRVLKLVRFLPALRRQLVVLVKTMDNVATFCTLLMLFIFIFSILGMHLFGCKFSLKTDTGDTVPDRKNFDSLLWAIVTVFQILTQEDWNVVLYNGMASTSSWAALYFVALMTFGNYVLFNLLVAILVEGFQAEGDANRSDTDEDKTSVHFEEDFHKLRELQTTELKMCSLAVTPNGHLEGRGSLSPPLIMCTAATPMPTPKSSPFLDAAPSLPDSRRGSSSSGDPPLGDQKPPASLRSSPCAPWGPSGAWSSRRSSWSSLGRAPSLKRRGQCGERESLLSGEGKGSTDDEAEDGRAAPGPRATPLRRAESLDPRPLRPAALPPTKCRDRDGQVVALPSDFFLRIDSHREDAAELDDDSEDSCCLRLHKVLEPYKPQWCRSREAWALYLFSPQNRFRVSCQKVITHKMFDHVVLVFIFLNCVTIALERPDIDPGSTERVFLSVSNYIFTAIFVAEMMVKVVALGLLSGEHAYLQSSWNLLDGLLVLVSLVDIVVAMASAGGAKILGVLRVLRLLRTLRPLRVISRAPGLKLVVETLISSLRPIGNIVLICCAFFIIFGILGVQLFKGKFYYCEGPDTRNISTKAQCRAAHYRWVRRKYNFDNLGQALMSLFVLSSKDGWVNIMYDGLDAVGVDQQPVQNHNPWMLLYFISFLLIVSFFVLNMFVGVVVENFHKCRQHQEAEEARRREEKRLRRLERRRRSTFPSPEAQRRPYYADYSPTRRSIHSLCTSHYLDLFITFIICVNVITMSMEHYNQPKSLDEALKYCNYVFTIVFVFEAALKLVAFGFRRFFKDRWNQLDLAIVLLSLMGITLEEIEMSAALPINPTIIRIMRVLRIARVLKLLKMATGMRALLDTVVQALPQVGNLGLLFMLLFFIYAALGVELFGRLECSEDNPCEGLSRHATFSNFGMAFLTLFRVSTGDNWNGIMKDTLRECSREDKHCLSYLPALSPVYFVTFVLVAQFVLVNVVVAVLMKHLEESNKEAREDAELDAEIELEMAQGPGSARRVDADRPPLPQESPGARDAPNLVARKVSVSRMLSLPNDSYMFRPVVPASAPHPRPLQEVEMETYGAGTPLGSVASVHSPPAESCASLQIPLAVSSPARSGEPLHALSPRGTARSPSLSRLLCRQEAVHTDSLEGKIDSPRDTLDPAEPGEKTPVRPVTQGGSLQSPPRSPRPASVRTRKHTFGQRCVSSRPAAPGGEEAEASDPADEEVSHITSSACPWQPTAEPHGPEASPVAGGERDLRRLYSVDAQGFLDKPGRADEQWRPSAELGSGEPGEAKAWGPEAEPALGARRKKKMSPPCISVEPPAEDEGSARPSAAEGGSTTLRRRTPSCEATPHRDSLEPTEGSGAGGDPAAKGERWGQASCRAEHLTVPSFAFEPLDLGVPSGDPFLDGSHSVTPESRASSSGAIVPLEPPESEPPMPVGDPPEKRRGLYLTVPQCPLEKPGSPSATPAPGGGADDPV
An asterisk follows results filed as active. A portion of the library, so the mix of outcomes need not match the whole.

SMILES	Cav32 inh
Cc1ccc(S(=O)(=O)N2CCC(=O)N(CCOCc3cccc(C)c3)CC2)cc1	-0.124
CCC(=O)Nc1cccc(NC(=S)NC(=O)Cc2ccccc2)c1	-1.22
CCOC(=O)c1cnn2c(C(F)(F)F)cc(-c3cn(C)nc3C)nc12	0.862
CC(=O)n1cc([C@@H]2C=C(C(=O)O)O[C@H](OCc3ccc(CO)cc3)C2)c2ccccc21	0.562
CSc1ccc(/C=C/C(=O)c2ccc(NC(=O)Cc3ccccc3)cc2)cc1	-0.332
O=C1C=C(NCCN2CCOCC2)C(=O)c2cnccc21	0.295
Cc1ccc2[nH]c3c(=O)n(CCN4CCOCC4)cnc3c2c1	2.1
CCSc1nc2sc3c(c2c(=O)[nH]1)CCCC3	-0.219
COCCn1nnnc1C(c1cccc(C(F)(F)F)c1)N1CCOCC1 (stereo not given)	-0.139
CCOC(=O)C1CCCN(C(=O)C2CCCN(S(=O)(=O)c3ccc4c(c3)oc(=O)n4C)C2)C1 (stereo not given)	-0.0237
COc1cccc(OC)c1C(=O)NCCN1CCN(C(=O)c2c(OC)cccc2OC)CC1	-0.144
COc1ccc(N2CCN(C(=O)CSc3nnc(C)c(=O)[nH]3)CC2)cc1	0.00574
Cc1ccc(-c2csc(NC(=O)CSc3ncn(-c4ccccc4)n3)n2)cc1	-0.129
Cc1ccc(C2=NC(C)(C)N=C2SCC(=O)Nc2ccc(Cl)cc2)cc1	-4.71*
Cc1ccc(NC(=O)CN2C(=O)N/C(=C/c3ccc(C)o3)C2=O)cc1	-0.496
O=C(CSc1nnc(Cc2csc(Nc3cccc(Cl)c3)n2)o1)N1CCc2ccccc21	-0.0933
CCOC(=O)c1c(CN2CCN(C)CC2)oc2ccc(O)cc12	0.706
COc1ccccc1NC(=O)NCCN1C(=O)C2C3C=CC(C3)C2C1=O (stereo not given)	0.291
CCCCCOc1ccc(OC(=O)c2ccncc2)cc1	0.155
COC(=O)CCC(=O)NNC(=O)c1cccc(Cl)c1	0.0655
CCOc1ccc(C(=O)NCCCN2CCCC2=O)cc1	0.687
COC(=O)c1sc2nc3c(cc2c1N)COC(C)(C)C3	-0.391
COc1ccccc1NC(=O)C1CC(=O)N(c2ccc(F)cc2)C1 (stereo not given)	0.0923
CCCn1nnc(NC(=O)c2ccc(-c3cccc(Cl)c3)o2)n1	-5.04*
O=C(NCC1CCCO1)c1ccc(S(=O)(=O)N2CCC(c3nc4ccc(Cl)cc4[nH]3)CC2)cc1 (stereo not given)	0.0755
CCCn1c(N)c(C(c2ccc(C(=O)OC)cc2)N2CCN(c3ccccc3)CC2)c(=O)[nH]c1=O (stereo not given)	-2.59
CCn1c2ccc(Cl)cc2c2nc3ccccc3nc21	-0.456
Cc1ccc(CNC(=O)c2cc3c(=O)n(C)c4ccccc4c3n2C)cc1	-1.23
CC(OC1=CC(=O)CCC1)C(=O)c1ccccc1 (stereo not given)	0.107
COC(=O)C1=C(C)Nc2nnnn2C1c1ccccc1Cl (stereo not given)	-0.425
CC(/C=C/c1ccccc1)=N/NC(=O)c1cnccn1	0.872
CCOC(=O)C1=C(O)C(=O)N(c2ccc(S(N)(=O)=O)cc2)C1c1ccc(Cl)cc1 (stereo not given)	-0.729
CN(C)c1oc(-c2ccc(OCc3ccccc3)cc2)nc1C#N	0.683
O=C(NC1CCCCC1)N(CCN1CCOCC1)Cc1cc2cc3c(cc2[nH]c1=O)OCCO3	0.765
O=C(CC1C(=O)N(c2ccccc2)C(=O)N1C1CCCCC1)Nc1ccccc1 (stereo not given)	0.21
N#Cc1cc2c(nc1SCC(=O)N1CCOCC1)CCCCC2	-0.784
COc1ccccc1NC(=O)Cn1cnc2c(cnn2-c2ccccc2)c1=O	-0.471
O=C(CCC1CCCCC1)NCCN1C2=NC[C@H](Cc3ccc(O)cc3)N2C[C@H]1Cc1ccc(O)cc1	0.826
Cc1ccc(-n2nnnc2SCC(=O)N2CCc3ccccc3C2)cc1	-1.26
Cc1ccc(-n2c(CSc3nc(C)cc(C)n3)nnc2SCC(=O)N2CCCC2)cc1	-0.0371
N#CCCNc1ccc(OCCC#N)cc1	0.0901
C#CCOCCOCCOCCNc1nc(N2CCN(C(=O)[C@H](CCC(=O)O)n3cc(C(N)CO)nn3)CC2)nc(N2CCN(C(=O)[C@H](CCC(=O)O)n3cc(C(N)CO)nn3)CC2)n1 (stereo not given in full)	1.11
CCOC(=O)N1CCN(C(=O)C2CCC(=O)N2C(C)C)CC1 (stereo not given)	1.57
O=C(NC1(C(F)(F)F)NC(=O)N(Cc2ccccc2)C1=O)c1cccs1 (stereo not given)	2.05
COc1cccc(C(=O)CSc2nc3ccccc3n2CC(=O)N(C(C)C)C(C)C)c1	0.983
Cc1c(N=C2NC(=O)C(CC(=O)Nc3ccccc3)S2)c(=O)n(-c2ccccc2)n1C (stereo not given)	-1.24
COc1cccc(COc2nc3c(c(=O)n(C)c(=O)n3C)n2C)c1	-0.0029
CC1(OC(=O)c2ccco2)C(=O)C=C2C=C(C3CC3)OC=C2C1=O (stereo not given)	-0.13
Cc1noc(C)c1CSc1nnc(C)c(=O)[nH]1	0.12
CN(C)C=Nc1ccc2nn(-c3ccccc3)nc2c1	0.757
COc1ccc(N(CC(=O)NCCC2=CCCCC2)S(C)(=O)=O)cc1OC	0.0621
COc1cc(S(=O)(=O)N2CCCCCC2)c(OC)cc1Br	-2.4
COc1cccc(C(=O)N(Cc2nc(-c3ccc(C)cc3)no2)C(C)C)c1	-0.128
O=C(NCc1n[nH]c(=S)n1-c1ccc(F)cc1)c1ccco1	0.389
O=C(CN1C(=O)CC(c2ccco2)Sc2ccccc21)Nc1ccccc1F (stereo not given)	-1.9
COc1ccc(C(c2sc3nc(C)nn3c2O)N2CCN(Cc3ccccc3)CC2)cc1OC (stereo not given)	0.00699
COC(C[C@@H](O)[C@H](C)[C@H](O)COCc1ccccc1)OC	0.321
CCc1ccc(-c2nc(CN3CCC(C(=O)NCc4ccccc4OC)CC3)c(C)o2)cc1	-8.62*
Cc1cc(C(=O)Nc2ccc(S(=O)(=O)Nc3nccs3)cc2)c(C)o1	-0.0704
O=[n+]1c2c(n([O-])c3ccccc31)CCC2	-0.846

New compounds follow
SMILES	Cav32 inh
O=c1oc2cc(OCc3c(F)cccc3Cl)ccc2cc1-c1ccccn1	-1.16
CC1Cc2cc(/C(O)=C3\C(=O)C(=O)N(CCN(C)C)C3c3ccccc3F)ccc2O1 (stereo not given)	0.314
Cc1cccc(NC(=O)Cn2nnc(-c3cccs3)n2)c1C	-0.116
CC(=O)c1c(C)[nH]c(C(=O)Nc2ccc(C)cn2)c1C	0.462
Nc1cc(N)nc(SCC(=O)NCC2CCCO2)n1 (stereo not given)	-0.0868
CCOC(=O)N1CCN(c2ccc(F)cc2[N+](=O)[O-])CC1	1.34
O=C(NC(=S)NCCc1ccccc1)c1ccco1	-0.497
O=S(=O)(Nc1ccncc1)c1ccccc1	-0.797
CCCCOc1ccc(CNn2c(C)nc3ccccc3c2=O)cc1	0.109
COc1ccc(NC(=O)CCN2CCCCCC2)c(OC)c1	0.234
CCC(=O)Nc1cccc(C2=NOC3(C2)C[C@@H](C(N)=O)N(C(=O)COc2ccc(Cl)cc2)C3)c1 (stereo not given in full)	0.664
O=C(NCc1ccccc1)c1ccccc1OCC(=O)N1CCCCC1	0.362
CCOc1cccc(/C(O)=C2/C(=O)C(=O)N(CCN3CCOCC3)C2c2cccnc2)c1 (stereo not given)	1.07
CC1(C)N=C(/C=N/O)C=[N+]1[O-]	0.39
c1ccc(-c2cnc(-c3ccccc3)nc2)cc1	-0.172

15 compounds out of the list, ordered by count of non-hydrogen atoms, ascending:
SMILES	Cav32 inh
CC1(C)N=C(/C=N/O)C=[N+]1[O-]	0.39
O=[n+]1c2c(n([O-])c3ccccc31)CCC2	-0.846
O=S(=O)(Nc1ccncc1)c1ccccc1	-0.797
c1ccc(-c2cnc(-c3ccccc3)nc2)cc1	-0.172
Nc1cc(N)nc(SCC(=O)NCC2CCCO2)n1 (stereo not given)	-0.0868
CC(=O)c1c(C)[nH]c(C(=O)Nc2ccc(C)cn2)c1C	0.462
CCOC(=O)N1CCN(c2ccc(F)cc2[N+](=O)[O-])CC1	1.34
COc1ccc(NC(=O)CCN2CCCCCC2)c(OC)c1	0.234
Cc1cc(C(=O)Nc2ccc(S(=O)(=O)Nc3nccs3)cc2)c(C)o1	-0.0704
O=C(NCc1ccccc1)c1ccccc1OCC(=O)N1CCCCC1	0.362
O=c1oc2cc(OCc3c(F)cccc3Cl)ccc2cc1-c1ccccn1	-1.16
CC1Cc2cc(/C(O)=C3\C(=O)C(=O)N(CCN(C)C)C3c3ccccc3F)ccc2O1 (stereo not given)	0.314
CCOc1cccc(/C(O)=C2/C(=O)C(=O)N(CCN3CCOCC3)C2c2cccnc2)c1 (stereo not given)	1.07
CCc1ccc(-c2nc(CN3CCC(C(=O)NCc4ccccc4OC)CC3)c(C)o2)cc1	-8.62*
CCC(=O)Nc1cccc(C2=NOC3(C2)C[C@@H](C(N)=O)N(C(=O)COc2ccc(Cl)cc2)C3)c1 (stereo not given in full)	0.664

Going on with the list:
SMILES	Cav32 inh
O=C1CCCC2=C1C(c1ccc(OS(=O)(=O)c3ccc(Cl)cc3)cc1)C1=C(CCCC1=O)O2	0.485
Cc1ccc(CC(=O)NCCCc2ccccc2)cc1	-3.3
NC(=O)CN1C(=O)C(O)(CC(=O)c2ccccc2O)c2ccccc21 (stereo not given)	-2.14
CCCC1O[C@@H]2CC3C4CCC5=CC(=O)C=C[C@]5(C)C4C(OC(C)=O)C[C@]3(C)[C@]2(C(=O)COC(C)=O)O1 (stereo not given in full)	-2.12
CCC(=O)Nc1nn(C)c2nc3c(C)cccc3cc12	-3.1
O=C(O)C1=C[C@@H](C2CC2)C[C@@H](OCCCCO)O1	0.51
O=C(/C=C/N1CCOCC1)c1ccc(-c2ccccc2)cc1	-0.0307
CC(=O)c1cccc(NC(=O)C2CC(c3ccc(F)cc3)=NO2)c1 (stereo not given)	-0.0469
CCOC(=O)c1[nH]c(C)c(/C(O)=C2\C(=O)C(=O)N(CCN(C)C)C2c2ccncc2)c1C (stereo not given)	0.408
CCCn1nnnc1SCC(=O)N1CCN(C(=O)c2ccco2)CC1	3.04e-05
O=C1c2cccnc2C(=O)N1Cc1ccc2c(c1)OCO2	0.524
Cc1nn(C)cc1CNC(=O)c1cccc(Br)c1	1.62
Cc1ccccc1NC(=O)CCN1CCCCCC1	0.161
Cc1ccc(C2NC(=O)NC(O)(C(F)(F)F)C2C(=O)c2cccs2)o1 (stereo not given)	0.338
COC(=O)c1cc(CSc2nnc(NC3CCCCC3)s2)oc1C	-2.64

Pulled by compound from the list above:
SMILES	Cav32 inh
O=C(/C=C/N1CCOCC1)c1ccc(-c2ccccc2)cc1	-0.0307
Cc1ccccc1NC(=O)CCN1CCCCCC1	0.161

The list continues.
SMILES	Cav32 inh
CCC(C)(C)NC(=O)c1ccc2c(c1)N(CC(=O)OC)C(=O)C(C)(C)O2	0.185
CC1(C)Oc2ccc3ccc(=O)oc3c2C(N2CCCCC2)C1O (stereo not given)	0.949
COc1ccccc1OCC(=O)Nc1nnc(-c2ccco2)s1	-0.242
O=C(NC1(C(F)(F)F)Oc2ccccc2O1)N1CCCC1	0.851
O=[N+]([O-])c1ccc(N2CCCC2)cc1NC(c1ccccc1)c1ccccc1	-2.3
CN1CCCCCC1=Nc1ccccc1C#N	0.098
COc1ccc(NC(=O)COC(=O)c2c3c(nc4ccccc24)CCCC3)cc1Cl	-1.78
COc1ccc(C(=S)N2CCOCC2)cc1OC(=O)c1cc([N+](=O)[O-])c(C)c([N+](=O)[O-])c1	-1.89
COc1cccc(NC(=O)CSc2nc3c(c(=O)n2C)SC(C)C3)c1 (stereo not given)	1.15
COCCCn1c(SCC(=O)Nc2cccc(C(=O)OC)c2)nnc1-c1ccncc1	0.437
C=CCNC(=O)c1csc(-c2ccccc2)n1	0.238
Cc1cc(C(=O)OCC(=O)N2CCc3ccccc32)c(C)o1	0.285
COc1ccc(-n2c(=O)cc(N3CCc4ccccc43)[nH]c2=O)cc1	0.269
CCCC(=O)Nc1nc(C)c(-c2csc(Nc3cc(OC)ccc3OC)n2)s1	0.972
O=C(Nc1scc(-c2cccs2)c1C(=O)O)c1cccs1	-0.185
CCOC(=O)Nc1ccc(NS(=O)(=O)c2ccc(C)cc2)cc1	-0.586
CN=C1SC(CC(=O)Nc2sc3c(c2C#N)CCCC3)C(=O)N1C (stereo not given)	-0.0375
CCN1C(=O)C(Cc2nc3ccccc3c(=O)n2C)c2ccccc21 (stereo not given)	0.163
Cc1ccc2cc(-c3noc(C4CCCO4)n3)c(=O)[nH]c2c1 (stereo not given)	0.689
CC(=O)c1ccc(-c2cc([C@H]3[C@H]4C=CC[C@@H](C)[C@@H]4C(=O)N3Cc3ccccc3)ccc2F)cc1	-2.36
Cc1ccc(Cl)cc1N1CCN(S(=O)(=O)c2cccc(S(=O)(=O)N3CCCC3)c2)CC1	-3.45
O=c1n(Cc2ccccc2F)c2ccccc2n1Cc1ccccc1F	-1.93
CCSC1=C(C#N)C(=O)n2c1cc1c2CCCC1	0.336
COC(=O)c1[nH]c2ccc(F)cc2c1NC(=O)CCN1CCN(C(=O)c2ccco2)CC1	0.79
CN(C)CCOCCOc1ccccc1-c1ccccc1	-0.24
CC(C)CC(c1nnnn1CC1CCCO1)N1CCN(Cc2ccc3c(c2)OCO3)CC1 (stereo not given)	-0.0308
C=CCn1c(N)cc(=O)nc1SCC(=O)N1CCN(c2ccc(F)cc2)CC1	-0.0859
CC1(C)C(c2cccs2)=[N+]([O-])C2(CCCCC/C2=N\O)N1O (stereo not given)	-0.504
CC(=O)Nc1ccc(OC(=O)C(CCS(C)(=O)=O)N2C(=O)c3ccccc3C2=O)cc1 (stereo not given)	-0.98
CC(C)N(c1nnc(N)s1)C(C)C	-1.05
Cc1cc(C)c(N=C2CCCN2Cc2ccccc2)c(C#N)c1	-4.75*
CC1CN(C(=O)c2ccc(CNS(=O)(=O)c3cccc(C(F)(F)F)c3)cc2)CC(C)O1 (stereo not given)	0.0932
O=C(OCCN1CCOCC1)c1ccc(OCCN2CCOCC2)cc1	0.56
Fc1ccc(-n2c(Cc3ccccc3)nnc2SCc2nc(-c3cccs3)no2)cc1	-3.06
CCN(CC)CCNC(=O)COc1ccc(Cl)cc1Cl	0.846
Cn1c(=O)c2cc(S(=O)(=O)NCCC(=O)NCc3ccccc3Cl)ccc2n(C)c1=O	0.13

Assay outcomes (PubChem BioAssay)
